Screening data deposited in PubChem by MTDP.
RNase H inhibition: RNase H inhibition, HIV 1 Gag Pol polyprotein, FRET biochemical assay, screening (AID 372) | HIV-1 RT RNase H, FRET RNA/DNA substrate fluorescence; higher % means a stronger effect | inhibition, % at 10 µM, or IC50 in µM where a hit was titrated | 0.77% of 100,000 active; in the data active means inhibition above about 50%
Starred values were filed as active, the others as inactive. This is a subset; count on the stated rates, not on these rows.

no.	SMILES	RNase H inhibition
1	CCOC(=O)N1CCN(c2cc(C)c([N+](=O)[O-])cc2F)CC1	0%
2	COC(=O)C1C(c2ccccc2)=NN(c2ccccc2)C1C(=O)OC (centres undefined)	49%
3	CCOC(=O)C1=C(C)NC(=O)NC1c1ccccc1Cl (centres undefined)	8%
4	COCCCNS(=O)(=O)c1cc(Cl)ccc1Cl	0%
5	O=Cc1cc(Cl)c(OCc2ccc(C(=O)O)cc2)c(Cl)c1	33%
6	Cc1ccc(/C=N/c2nc3ccc(Br)cc3n2C)c(O)c1	3%
7	CCN1C(=O)/C(=C\c2ccccc2O)C(C(=O)OC)=C1C	1%
8	Cc1cc(NC(=O)Nc2cccc(F)c2)no1	3%
9	COc1ccc(OC)c(NC(=O)/C=C/c2ccc(Cl)cc2Cl)c1	2%
10	Cc1ccc(NC(=O)CN(c2ccc(Br)cc2)S(C)(=O)=O)cc1	8%
11	CCOC(=O)C1=C(C)NC(=S)NC1c1ccc(OCc2ccccc2)cc1 (centres undefined)	25%
12	COc1ccc(OC)c(NCC(O)Cn2c3ccc(Br)cc3c3cc(Br)ccc32)c1 (centres undefined)	18%
13	COc1ccc(Cl)cc1N(CC(=O)NCCSc1nc2ccccc2s1)S(=O)(=O)c1ccccc1	12%
14	CCn1c2ccccc2c2cc(CN3CCN(Cc4cccc(C)c4)CC3)ccc21	12%
15	COc1ccc(S(=O)(=O)Nc2ccc(C)cc2C)cc1	15%
16	CCOc1cc(C(Nc2ccccn2)c2ccc3cccnc3c2O)ccc1O (centres undefined)	28%
17	O=C(Nc1ccc(OCc2ccccc2)cc1)c1ccc(Cl)c([N+](=O)[O-])c1	9%
18	O=[N+]([O-])c1cccc(/C=N/Nc2nnc3c(n2)[nH]c2ccc(Br)cc23)c1	0%
19	CC(=O)NC(NC(C)=O)c1ccc([N+](=O)[O-])cc1	14%
20	O=C(Nc1ccccc1F)c1cccs1	0%

(cont.)
no.	SMILES	RNase H inhibition
21	Cc1cccc(C(=O)NC(=S)Nc2ccc(-c3nc4cc(C)c(C)cc4o3)cc2)c1	23%
22	CCC1=NN2C(=N)/C(=C/c3ccc(-c4cc(Cl)ccc4Cl)o3)C(=O)N=C2S1	19%
23	CCOC(=O)c1c(NC(=S)NC(=O)c2ccc(OC)cc2)sc2c1CCC(C)C2 (centres undefined)	20%
24	Cc1cccc(C=Nc2ccc(C)cc2O)c1	9%
25	C=CCN1C(=O)/C(=C\c2ccc(OCC#N)c(OC)c2)SC1=S	7%
26	COC(=O)Cn1c(=N)n(Cc2ccc(C(C)(C)C)cc2)c2ccccc21	11%
27	OC[C@H]1O[C@@H](Nc2cccc3ccccc23)[C@H](O)[C@@H](O)[C@H]1O	10%
28	CC(CCN1CCN(c2cccc(C(F)(F)F)c2)CC1)c1ccccc1 (centres undefined)	11%
29	Cc1cc(C)cc(NC(=O)c2cccnc2)c1	1%
30	Cc1ccc(C2=NN(C(=N)SC3CC(=O)N(c4ccccc4F)C3=O)C(c3ccc(Br)cc3)C2)cc1 (centres undefined)	16%
31	COC(C(=O)Nc1c(C)n(C)n(-c2ccccc2)c1=O)c1ccccc1 (centres undefined)	0%
32	COc1ccc(C2=N/C(=C/c3ccc([N+](=O)[O-])cc3)C(=O)N2c2ccc(F)cc2)cc1	7%
33	CCOP(=O)(CN(CC)C(=O)c1ccccc1Br)OCC	12%
34	COc1ccc(Cl)cc1NC(=O)C1=C(C)NC(=S)NC1c1ccc([N+](=O)[O-])cc1 (centres undefined)	8%
35	C/C(=N\Nc1cc(-c2ccccc2)nc(-c2ccc(Br)cc2)n1)c1cccc([N+](=O)[O-])c1	19%
36	O=C(CCc1n[nH]c(=O)[nH]c1=O)N/N=C/c1ccc(C(F)(F)F)cc1	0%
37	Cc1ccc(C(=O)COC(=O)CN2C(=O)C3C4C=CC(C5CC45)C3C2=O)cc1C (centres undefined)	4%
38	CC(CNC(=O)C(c1ccccc1)c1ccccc1)c1ccccc1 (centres undefined)	8%
39	Oc1ccc2ccccc2c1/C=N/Nc1nc(N2CCOCC2)nc(N2CCOCC2)n1	3%
40	COCCCNC(=O)CN(c1ccc(C)cc1)S(=O)(=O)c1ccc(SC)cc1	5%

Other compounds:
no.	SMILES	RNase H inhibition
41	OC(CC#CCN1CCC(c2ccccc2)C1)(c1ccccc1)c1ccccc1 (centres undefined)	14%
42	N/C(=N\OC(=O)c1cccc(F)c1)c1ccccc1	0%
43	COc1ccc(S(=O)(=O)N2CCN(Cc3ccc(OC)c(OC)c3)CC2)cc1	2%
44	CN1C(=O)C(=Cc2ccc(O)c([N+](=O)[O-])c2)C(=O)N(C)C1=S	7%
45	O=c1oc2cc(OCc3cccc(C(F)(F)F)c3)ccc2c2ccccc12	13%
46	COc1cc(C=C2C(=O)NC(=S)NC2=O)cc(Cl)c1OCCOc1ccccc1	0%
47	O=C(/C=C\c1ccccc1)Nc1cccc(-c2nc3ccccc3[nH]2)c1	21%
48	CCOC(=O)C1=C(C)N=c2s/c(=C/c3ccc(-c4ccc(C(=O)OCC)cc4)o3)c(=O)n2C1c1ccc2c(c1)OCO2 (centres undefined)	6%
49	O=C(O)CC(NC(=O)c1ccco1)c1ccccc1 (centres undefined)	1%
50	Cc1cc(C)c(OCC(=O)Nc2ccc(Br)cc2)c(C)c1	2%
51	COc1ccc(NC(=O)/C=C/c2ccc(OC)c(OC)c2)c(OC)c1	17%
52	Cc1ccc(OCCOCCOc2cccc(/C=c3\sc4nc5ccccc5n4c3=O)c2)cc1	14%
53	COc1cccc(OCCCCOc2ccc(C)cc2)c1	10%
54	O=C(Nc1ccc(Cl)cc1[N+](=O)[O-])c1cccs1	12%
55	O=C(NNC(=O)c1ccco1)Nc1ccccc1	12%
56	CCOC(=O)c1c(CN(CC)CC)n(C)c2cc(Br)c(OC)cc12	11%
57	CC1(C)Cc2c(sc3nc(-c4ccccc4)oc(=O)c23)CO1	10%
58	Cc1ccccc1Cn1c(=O)sc2ccccc21	0%
59	CCCCOc1ccc(Nc2cc(-c3ccccc3)nc(-c3ccccc3)n2)cc1	18%
60	Cc1c(NC(=O)COc2ccccc2[N+](=O)[O-])cccc1-c1nc2ncccc2o1	2%

5 compounds picked at random from the list so far, as already listed:
no.	SMILES	RNase H inhibition
11	CCOC(=O)C1=C(C)NC(=S)NC1c1ccc(OCc2ccccc2)cc1 (centres undefined)	25%
57	CC1(C)Cc2c(sc3nc(-c4ccccc4)oc(=O)c23)CO1	10%
59	CCCCOc1ccc(Nc2cc(-c3ccccc3)nc(-c3ccccc3)n2)cc1	18%
42	N/C(=N\OC(=O)c1cccc(F)c1)c1ccccc1	0%
21	Cc1cccc(C(=O)NC(=S)Nc2ccc(-c3nc4cc(C)c(C)cc4o3)cc2)c1	23%

Other structures.
no.	SMILES	RNase H inhibition
61	CN(C)CCCNC(=O)COc1ccc(Cl)cc1	5%
62	COc1cc(/C=N/Nc2nc(Nc3ccccc3)nc(Nc3ccccc3)n2)ccc1Oc1ccc([N+](=O)[O-])cc1[N+](=O)[O-]	28%
63	COc1ccc(CNS(=O)(=O)c2cc(Cl)ccc2Cl)cc1	3%
64	O=C(Nc1ccccc1I)c1ccc(Br)cc1	0%
65	COc1ccc(N2C(=O)C3C(C2=O)N2CCCN2C3c2ccc(Cl)cc2)cc1 (centres undefined)	8%
66	Cc1ccc(NC(=O)CCCC(=O)OCC(F)(F)C(F)F)cc1	7%
67	C=CCNC(=O)COc1ccc(C)cc1Br	2%
68	CC(C)(C)c1ccc(OCC(=O)NCc2ccccn2)cc1	6%
69	COc1ccc(CNC(=O)COc2ccc(Cl)cc2Br)cc1	14%
70	CCOC(=O)C1=C(C)N=c2s/c(=C\c3ccc(C)cc3)c(=O)n2C1c1ccc(C)cc1 (centres undefined)	17%
71	CCOC(=O)C1=C(N)OC2=C(C(=O)CC(C)(C)C2)C1c1ccc(OC)c(OC)c1 (centres undefined)	7%
72	O=C(COc1ccccc1Cl)Nc1cccc(S(=O)(=O)c2cccc(NC(=O)COc3ccccc3Cl)c2)c1	54%*
73	COc1ccccc1NC(=O)N1CCOCC1	5%
74	CC(C)CCCC(C)CCOC(=O)CN1CCCCC1 (centres undefined)	9%
75	CN1C(=O)C(=O)/C(=C(\O)c2ccc(Cl)cc2)C1c1ccc(F)cc1 (centres undefined)	0%
76	Cc1cc(C)c2nc3s/c(=C\c4cc5c(cc4Br)OCO5)c(=O)n3c2c1	0%
77	CC(C)(C)c1cc(Br)ccc1OCC(=O)NCc1ccccc1	40%
78	CCOc1cc(C=C2C(=O)N(C)C(=S)N(C)C2=O)cc(Br)c1O	11%
79	COc1ccc(N(CC(=O)Nc2cccc3ccccc23)S(=O)(=O)c2ccc(C)cc2)cc1OC	1%
80	CCOC(=O)/C(=C/c1cc2ccccc2n1C)[N+](=O)[O-]	18%

(list continues)
no.	SMILES	RNase H inhibition
81	C=CCNC(=O)c1ccc(C(=O)c2cc(OC)ccc2OC)cc1	5%
82	O=C(Nc1ccc(N2CCOCC2)cc1)c1ccc(-c2ccc(Cl)cc2Cl)o1	22%
83	CCCOc1ccc(C2C(C(=O)OCc3ccccc3)=C(C)NC3=C2C(=O)CC(c2ccccc2)C3)cc1OC (centres undefined)	8%
84	CC(C)c1ccc(NC(=O)Nc2ccc(Cl)cc2)cc1	7%
85	CCc1cccc(NC(=O)C(C)Oc2ccc(Cl)cc2Cl)c1 (centres undefined)	6%
86	C#CCC(CC#C)(C(=O)OCC)C(=O)OCC	0%
87	CCOC(=O)C1=C(C)N=c2s/c(=C/c3cccc(OC)c3)c(=O)n2C1c1cc(OC)ccc1OC (centres undefined)	8%
88	COc1ccc(N2C(=O)C3C4C=CC(C4=C(C)C)C3C2=O)cc1 (centres undefined)	9%
89	C=CCc1cccc(/C=N/NC(=O)c2cc(C3CC3)[nH]n2)c1O	10%
90	CCOc1ccc(N(CC(=O)Nc2cccc(C(F)(F)F)c2)S(C)(=O)=O)cc1	9%
91	CC1=CC(C)(C)NC(=S)N1c1cccc(C(=O)/C=C/c2cccc([N+](=O)[O-])c2)c1	11%
92	COc1ccc(/C(N)=N/OC(=O)COc2ccccc2C)cc1	3%
93	O=c1c2cnn(-c3ccccc3)c2nc(-c2cccs2)n1-c1ccc(Br)cc1	27%
94	CN(Cc1ccccc1)Cc1cc(I)cc(I)c1O	29%
95	COc1ccccc1NC(=O)C1=C(C)Nc2sc(C#N)c(N)c2C1c1ccco1 (centres undefined)	2%
96	N#CC1=C(N)Oc2cc(N)ccc2C1c1ccc(Br)s1 (centres undefined)	25%
97	Cc1ccc2nc(-c3ccc(NC(=O)C(C)C)cc3)oc2c1	22%
98	CC(C)(C)c1ccc(O)c(/C=N/NC(=O)c2cc(Cl)ccc2O)c1	21%
99	Cc1ccc(C)c(N2C(=O)C3C4C=CC(C5CC45)C3C2=O)c1 (centres undefined)	10%
100	O=c1[nH]c(=O)c2nc3cc([N+](=O)[O-])ccc3nc2[nH]1	8%

Among those listed so far, 2 have an aryl thioether with sulfur outside any ring.
no.	SMILES	RNase H inhibition
13	COc1ccc(Cl)cc1N(CC(=O)NCCSc1nc2ccccc2s1)S(=O)(=O)c1ccccc1	12%
40	COCCCNC(=O)CN(c1ccc(C)cc1)S(=O)(=O)c1ccc(SC)cc1	5%

In the list so far, 4 have two or more sulfur atoms:
no.	SMILES	RNase H inhibition
13	COc1ccc(Cl)cc1N(CC(=O)NCCSc1nc2ccccc2s1)S(=O)(=O)c1ccccc1	12%
23	CCOC(=O)c1c(NC(=S)NC(=O)c2ccc(OC)cc2)sc2c1CCC(C)C2 (centres undefined)	20%
25	C=CCN1C(=O)/C(=C\c2ccc(OCC#N)c(OC)c2)SC1=S	7%
40	COCCCNC(=O)CN(c1ccc(C)cc1)S(=O)(=O)c1ccc(SC)cc1	5%

Later entries:
no.	SMILES	RNase H inhibition
101	COc1ccc(C2Nc3cccc4cccc(c34)N2)cc1O	7%
102	O=C(Nc1ccc(NC(=O)c2ccccc2Cl)cc1)c1ccc(NC(=O)c2ccccc2Cl)cc1	28%
103	Cc1c(OS(C)(=O)=O)ccc2c(-c3ccccc3)cc(=O)oc12	9%
104	O=S(=O)(N/N=C/c1cccc(Cl)c1Cl)c1ccccc1	5%
105	CCOc1ccc(C(=O)N2CCN(c3ccc([N+](=O)[O-])cc3Cl)CC2)cc1Br	23%
106	COc1cccc(OCCCOc2ccc([N+](=O)[O-])cc2Cl)c1	19%
107	O=C1CCC(C23CC4CC(CC(C4)C2)C3)=NN1	3%
108	CCOc1cccc2sc(NC(=O)c3ccc(OC)cc3)nc12	2%
109	CCOc1cc(/C=N\NC(=O)c2ccc(Br)cc2)cc([N+](=O)[O-])c1O	16%
110	Cc1ccsc1/C=C1\SC(=S)N(C(C)c2ccccc2)C1=O (centres undefined)	11%
111	Cc1ccc(NC(=O)COc2ccccc2)cc1[N+](=O)[O-]	3%
112	CCOc1cc(C(=O)NC(=S)Nc2ccc([N+](=O)[O-])cc2)cc(OCC)c1OCC	14%
113	COc1ccccc1OCCOc1ccc(C=NNC(=S)Nc2ccccc2)cc1OC	5%
114	CN1CCN(CCOCCOc2ccccc2)CC1	19%
115	Cc1c([N+](=O)[O-])cc2[nH]c(=O)c(=O)[nH]c2c1[N+](=O)[O-]	40%
116	CC(O)c1cc2c(cc1[N+](=O)[O-])OCCO2 (centres undefined)	15%
117	CC12CNCC(C)(CN(Cc3ccc(Br)cc3)C1)C2	10%
118	CCOC(=O)c1c(NC(=S)NC(=O)c2ccccc2)sc2c1CCC(C)C2 (centres undefined)	18%
119	COc1cc(NC(C)=O)c(OC)cc1Cl	0%
120	C/C(=N\NC(=O)c1ccncc1)c1ccc(C)cc1	5%

Continuation:
no.	SMILES	RNase H inhibition
121	COc1ccc(C2SCCN2S(=O)(=O)c2ccc3ccccc3c2)cc1OC (centres undefined)	41%
122	CCC(C(=O)Nc1cccc(C(F)(F)F)c1)c1ccccc1 (centres undefined)	11%
123	COc1cccc(NC(=O)c2sc(C)nc2-c2ccc([N+](=O)[O-])cc2)c1	6%
124	Cc1ccc2nc(-c3ccc(N=C/C=C/c4ccc(Cl)cc4)cc3)oc2c1	21%
125	COc1ccc(OC)c(/C=c2\sc3nc(-c4ccccc4)c(-c4ccccc4)n3c2=O)c1	12%
126	NS(=O)(=O)c1ccc(N=Cc2c(O)[nH]c(=O)[nH]c2=O)cc1	0%
127	Cc1ccc(C(=O)NC(=S)Nc2cccc(-c3nc4ccccc4s3)c2C)cc1	12%
128	O=C1c2ccccc2C(=O)C1(Nc1ccc(F)cc1)c1ccccc1	8%
